Source: PubChem
HT1080 cytotoxicity: HT1080 cell viability loss – fluorescence readout (AID 620) | HT1080 viability, fluorescence; higher % means a stronger effect | cytotoxicity, % at 10 µM, or EC50 in µM where a hit was titrated | 87,000 tested, 0.42% active;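 further: cells exposed to compound overnight then 4 h with Alamar Blue; 0% = vehicle DMSO and 100% = killing control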
Spn MK inh: blocks S. pneumoniae mevalonate kinase | purified MK, PK/LDH-coupled NADH absorbance 340 nm | inhibition, % at 10 µM | 65,000 tested, 0.48% active;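 active means ranked among the strongest by inhibition in the single 10 µM screen, a fixed top-ranked set picked for dose follow-up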; further: no value below 0 was filed
LYP phosphatase: inhibition of human PTPN22 tyrosine phosphatase – biochemical, DiFMUP fluorescence, recombinant catalytic domain, 10 µM, primary screen (AID 606); recombinant LYP catalytic domain, DiFMUP fluorescence; higher % means a stronger effect; one-dose inhibition, % at 10 µM; IC50 in µM for titrated hits; 52,000 tested, under 10 active;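 active means IC50 under 40 µM in the dose-response test; inactive means IC50 of 40 µM or more, or never dose-tested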
TNAP inhibition: inhibition of tissue-nonspecific alkaline phosphatase – biochemical, luminescent (AID 518); purified TNAP enzyme, luminescent substrate readout; higher % means a stronger effect; inhibition, % at 20 µM, or IC50 in µM where a hit was titrated; 64,000 tested, 0.09% active; in the data active means a potency from the dose series; inactive means the rest, 99 in 100 with inhibition below about 22%;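 further: plate controls were vehicle for no effect and reference inhibitor for full effect; many of its hits are not listed in these tables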
HPDE-C7 viability: HPDE-C7 pancreatic duct cell viability loss – fluorescence, HTS (AID 430); HPDE-C7 pancreatic duct cells viability, fluorescence; higher % means a stronger effect; one-dose cytotoxicity, % at 10 µM; EC50 in µM for titrated hits; 63,000 tested, 1.8% active;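 further: cells exposed to compound for 48 hours before viability readout; 0% = vehicle and 100% = reference cytotoxic drug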
Spn PMK inh: S. pneumoniae PMK inhibition; AID 539; 65,000 tested, 0.49% active; purified PMK, PK/LDH-coupled NADH absorbance 340 nm; inhibition, % at 10 µM;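 active means top-ranked compounds by inhibition in the single 10 µM screen, taking a fixed number of the strongest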;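 further: 0% = full reaction with DMSO carrier and 100% = background rate without enzyme reaction; no value below 0 was filed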
HPDE-C7K KRASV12: viability loss of HPDE-C7K cells – cell-based, fluorescence, HTS, primary screen (AID 431). HPDE-C7K KRASV12 cells, Alamar Blue viability, 48 h; higher % means a stronger effect. one-dose cytotoxicity, % at 10 µM; EC50 in µM for titrated hits. 63,000 tested, 1.7% active;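 active means compounds whose percent cytotoxicity in the single-dose primary screen, scaled between solvent and toxic-drug controls, exceeds 50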;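 further: 0% = DMSO solvent wells and 100% = doxorubicin-treated wells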
Bfl-1 displacement: displacement of Bid BH3 peptide from Bfl-1 – biochemical, fluorescence polarization, FITC-Bid, mouse, primary screen (AID 432). FITC-Bid BH3 peptide fluorescence polarization displacement; higher % means a stronger effect. displacement, % at 20 µM, or IC50 in µM where a hit was titrated. 64,000 tested, 0.02% active; in the data active means a potency from the dose series; inactive means the rest, 99 in 100 with displacement below about 15%; further: strong numbers were not always called active
Spn DPM-DC inh: inhibitors of Streptococcus pneumoniae diphosphomevalonate decarboxylase; calls only at 10 µM; purified DPM-DC, PK/LDH coupled NADH fluorescence; 65,000 tested, 0.49% active; AID 556;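 active means the 320 compounds with the highest percent inhibition in the single-dose primary screen, excluding strongly autofluorescent ones, cut at about 32% in these data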;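 further: kinetic rate of NADH fluorescence loss reporting ADP formed by the decarboxylase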
Spn PMK inh pilot replicates: further read-out of Spn PMK inh, marked with its call; inhibition, %; measured here: pilot screen replicates
Spn MK inh pilot replicates: further read-out of Spn MK inh, marked with its call; inhibition, %; measured here: pilot screen replicates
Spn DPM-DC inh pilot screen %: second read-out of Spn DPM-DC inh, no call of its own (marks repeat the call); inhibition, %; measured here: pilot screen trials
Numbers without * were called inactive; i = inactive; nt = no result given; + = active, no number. Unless noted, no stated cut-off is given here; in the data, active means cytotoxicity above about 50%; inactive means the rest.

SMILES | HT1080 cytotoxicity | Spn MK inh | LYP phosphatase | TNAP inhibition | HPDE-C7 viability | Spn PMK inh | HPDE-C7K KRASV12 | Bfl-1 displacement | Spn DPM-DC inh | others
COc1ccc(Br)cc1C1SCCN1S(C)(=O)=O (configuration not stated) | -1% | 6 | 2% | 12% | -5% | 1 | -8% | -2% | i
COc1ccc(Cl)cc1NC(=O)c1cnc2sccn2c1=O | 2% | 11 | -1% | 8% | -18% | 0 | -11% | -1% | i
CCN(CC)CCCN1C(=O)C(O)=C(C(=O)c2sc(C)nc2C)C1c1ccc(C)o1 (configuration not stated) | -2% | 8 | 5% | 10% | 0% | 14 | -7% | -12% | i
CC(=O)Nc1ccc(NS(=O)(=O)C(F)(F)F)cc1 | -5% | 0 | 3% | 15% | -6% | 6 | -14% | 0% | i | Spn PMK inh pilot replicates=1.5;Spn MK inh pilot replicates=0.0;Spn DPM-DC inh pilot screen %=0.0
CCOC(=O)c1ccc(Nc2cc(C)nc3ncnn23)cc1 | -3% | 11 | 9% | 9% | nt | 0 | nt | -11% | i
CCN(CCCNC(=O)CCNC(=O)Cn1ccc2ccccc2c1=O)c1ccccc1 | -7% | 0 | 8% | 11% | 1% | 18 | 4% | -10% | i | Spn PMK inh pilot replicates=1.0;Spn MK inh pilot replicates=0.0;Spn DPM-DC inh pilot screen %=1.0
Cc1ccc2nc(NC3=NCN(Cc4cccnc4)CN3)nc(C)c2c1 | 27% | 9 | 13% | 17% | 9% | 10 | 6% | 1% | i
CC(=O)NC1CCN(C(=O)N2CCCC2)CC1 | 6% | 11 | 2% | 7% | 2% | 0 | 8% | 0% | i
Cc1ccc(-c2nnc3n2N=C(c2ccc(Br)cc2)CS3)cc1 | 2% | 5 | 7% | 13% | -7% | 0 | -5% | -4% | i
O=C(NCN1CCc2ccccc2C1)c1ccccc1 | 34% | 0 | nt | 5% | -14% | 19 | -7% | 4% | i
CCOC(=O)c1cccc(NC(=O)CSc2nnc(COc3ccc(Cl)cc3)o2)c1 | 3% | 6 | 1% | 6% | -1% | 18 | 0% | 0% | i
COc1cc(S(=O)(=O)N2CCCCC2)ccc1NC(=O)c1ccc(F)cc1 | 4% | 8 | 1% | 4% | -7% | 0 | -9% | 5% | i
Cc1ccc(C(=O)NC2CCN(C(=O)N3CCOCC3)CC2)cc1 | 13% | 11 | nt | 12% | -3% | 14 | 12% | -6% | i
O=c1nc(NC2CCCC2)ccn1Cc1cccc(Br)c1 | 3% | 5 | 11% | 12% | -2% | 7 | -4% | 1% | i
COc1ccccc1OCC(=O)Nc1ccc(S(=O)(=O)NC(C)=O)cc1 | -10% | 6 | 9% | 3% | 1% | 0 | 0% | 3% | i
CCOC(=O)C1CCN(C(=O)CN(Cc2ccc(Cl)cc2)S(C)(=O)=O)CC1 | 1% | 10 | 7% | 7% | -1% | 3 | -10% | 2% | i
CC(C)COC(=O)Nc1ccccc1C(=O)N1CCOCC1 | -11% | 8 | 2% | 7% | 4% | 5 | -6% | -2% | i
CCCCn1nnc(NC(=O)COc2cc(C)ccc2C(C)C)n1 | -5% | 7 | -7% | 8% | -2% | 0 | 4% | 1% | i
COC(=O)c1cc(OC)c(OC)cc1NC(=O)c1cccnc1 | -1% | 3 | 3% | 3% | -7% | 11 | -11% | 2% | i
CC1CCc2ccccc2N1C(=O)c1cccs1 (configuration not stated) | -2% | 6 | 15% | 4% | -3% | 3 | -6% | -3% | i
O=C(Nc1ccn(Cc2ccc(F)cc2)n1)c1ccncc1 | -2% | 12 | 12% | -1% | -7% | 14 | -6% | -3% | i
Cn1c(SCc2ccccc2)nnc1C1CCCNC1 (configuration not stated) | 0% | 1 | -22% | 21% | -14% | 20 | -4% | -7% | i | Spn PMK inh pilot replicates=1.5;Spn MK inh pilot replicates=0.0;Spn DPM-DC inh pilot screen %=5.5
CCOC(=O)N1CCC(NC(=O)Cn2nc(Cc3ccncc3)c3ccccc3c2=O)CC1 | 6% | 10 | -1% | 14% | 15% | 18 | -2% | 1% | i
CCOC(=O)c1n[nH]c2ccccc12 | -10% | 6 | nt | 41% | 1% | 1 | -8% | 5% | i
CCOC(=O)c1c(C)c(C(=O)N2CCCCCC2)c(C)n1C | -5% | 4 | -10% | 2% | -11% | 17 | 2% | -10% | i
Cc1nn(-c2ccccc2)c(C)c1C(=O)OCC(=O)NCc1ccco1 | -7% | 5 | -3% | 2% | 0% | 16 | 8% | -5% | i
CC(C)C(NC(=O)OC(C)(C)C)C(=O)N1CCCC1C(=O)NC(Cc1ccccc1)C(N)=O (configuration not stated) | -4% | 0 | 16% | 4% | -1% | 13 | -12% | -11% | i
O=C(Nc1cc(C(=O)N2CCOCC2)ccc1N1CCCC1)c1cccs1 | 4% | 7 | -2% | 6% | -11% | 3 | -2% | 2% | i
CN(CCCNC(=O)C1CCC(=O)N1Cc1ccc(F)cc1)c1ccccc1 (configuration not stated) | -2% | 6 | -4% | 1% | 3% | 1 | 2% | 7% | i
COCCNS(=O)(=O)c1ccc2c(c1)oc(=O)c1cc(S(=O)(=O)NCCOC)ccc12 | -5% | 15 | 2% | 7% | 7% | 7 | 7% | -2% | i
Cc1cnc(C)c(N2CCC(C(=O)NC(C)c3cccs3)CC2)n1 (configuration not stated) | -7% | 0 | nt | 5% | 1% | 3 | 8% | 2% | i
FC(F)(F)C12CC(c3ccccc3)=NCCN1CCN2 (configuration not stated) | 11% | 10 | 5% | 8% | -2% | 16 | 7% | 2% | i
N#Cc1nc(N2CCOCC2)nc(N2CCOCC2)n1 | 5% | 5 | nt | 8% | 10% | 1 | 2% | -7% | i
CC(=O)Nc1ccccc1N(C)S(=O)(=O)c1ccc(C)cc1 | 10% | 0 | 13% | 3% | 42% | 9 | 36% | 2% | i
CCN(CC)c1nc(-c2nn[nH]n2)nc(N(CC)CC)n1 | 2% | 7 | nt | -2% | -21% | 13 | -16% | -10% | i
CCCn1c2c(c(O)c(C(=O)Nc3ccccc3)c1=O)CCCC2 | -2% | 14 | nt | 14% | 9% | 12 | 11% | -4% | i
O=C(O)c1cc(-c2ccccc2)c(N2CCOCC2)s1 | 8% | 2 | 12% | 10% | -11% | 18 | 1% | -2% | i
N#CC(C(=O)OC1CCCCC1)c1nc2ccccc2nc1N1CCCCC1 (configuration not stated) | 0% | 7 | 12% | 25% | 8% | 6 | 5% | -7% | i
O=C(CSc1ncnc2c1oc1ccccc12)Nc1cccc(F)c1 | -11% | 2 | -14% | 13% | -19% | 5 | -2% | -2% | i
CCC(=O)N1CCc2cc(Br)cc(S(=O)(=O)N3CCCCCC3)c21 | 4% | 12 | 9% | 10% | -12% | 1 | -6% | -11% | i | Spn PMK inh pilot replicates=2.0;Spn MK inh pilot replicates=6.0;Spn DPM-DC inh pilot screen %=3.0
COc1ccc2c(c1)C(C)CC(C)(C)N2C(=O)CSc1ncn[nH]1 (configuration not stated) | 0% | 8 | nt | 4% | -7% | 12 | 4% | 0% | i
Oc1ccccc1-c1cc(-c2ccccc2Cl)[nH]n1 | 0% | 6 | 17% | 0% | -5% | 0 | 16% | -1% | i
CCC(=O)Nc1nc(C)c(Oc2ccccc2)c(=O)[nH]1 | 0% | 1 | 12% | 6% | -10% | 10 | -9% | 1% | i
CCCC(C)C(=O)Nc1ccc2c(c1)OCCO2 (configuration not stated) | 13% | 13 | -2% | 6% | -18% | 4 | -9% | 3% | i
Cc1ccc(S(=O)(=O)N(C)CC(=O)NC2CC(C)(C)NC(C)(C)C2)cc1 | 0% | 2 | nt | 8% | 4% | 0 | 2% | 4% | i | Spn PMK inh pilot replicates=4.5;Spn MK inh pilot replicates=0.5;Spn DPM-DC inh pilot screen %=0.5
CC(=O)c1cccc(-n2nnnc2SCC(=O)N2CCCC2)c1 | 6% | 1 | -1% | 8% | -35% | 4 | -3% | -9% | i | Spn PMK inh pilot replicates=7.5;Spn MK inh pilot replicates=0.0;Spn DPM-DC inh pilot screen %=0.0
Cc1c(OCc2ccc(C(=O)O)o2)ccc2c3c(c(=O)oc12)CCC3 | -9% | 4 | -4% | 4% | -13% | 0 | -8% | 4% | nt
Cn1c(NCCCN2CCOCC2)nc2c1c(=O)n(Cc1ccc(Cl)cc1)c(=O)n2C | -8% | 10 | 0% | 12% | 23% | 7 | 29% | 16% | i
COc1cc(C(=O)NCCc2cn3ccc(C)cc3n2)cc(OC)c1OC | nt | 4 | 8% | 4% | 12% | 0 | 3% | 1% | i
O=C(c1cc(F)c(F)cc1Cl)N1CCCCC1 | -16% | 4 | -2% | 8% | -3% | 13 | -1% | -10% | i
Cc1occc1C(=O)NCCCc1ccccc1 | -5% | 0 | 1% | 9% | -8% | 0 | -13% | 6% | i
Cc1csc(SCC(=O)Nc2cc(C(C)(C)C)nn2-c2ccccc2)n1 | 1% | 0 | -4% | 4% | -11% | 5 | -22% | -5% | i
Nc1nc(N2CCOCC2)nc2ccccc12 | 4% | 12 | nt | 11% | 4% | 2 | 7% | -6% | nt
CCOc1ccc(C(=O)Nc2ccc3c(c2)OCCO3)cc1OC | 5% | 12 | 10% | 3% | -12% | 8 | -14% | 3% | i
CC1(C)CC(=O)C2=C(C1)N(Cc1cccnc1)C(=O)C2(NC(=O)C1CC1)C(F)(F)F (configuration not stated) | 1% | 8 | -4% | 4% | 0% | 10 | -8% | -4% | i
CCCCn1c(NC(C)CC)nc2c1c(=O)[nH]c(=O)n2C (configuration not stated) | -12% | 0 | 7% | 7% | -22% | 13 | -5% | -8% | i
COc1ccc(F)cc1CN1CCN(C(=O)CCC(=O)Nc2nnc(C(C)C)s2)CC1 | -22% | 4 | 8% | 11% | 4% | 5 | 14% | 1% | i
COC(=O)c1ccc(NC(=O)C2C3CCC(C3)C2C(=O)O)cc1 (configuration not stated) | 4% | 4 | -2% | 4% | -6% | 0 | -4% | 2% | i | Spn PMK inh pilot replicates=0.0;Spn MK inh pilot replicates=0.0;Spn DPM-DC inh pilot screen %=0.0
O=C(NCc1ccco1)c1ccccc1NS(=O)(=O)c1ccc2c(c1)OCCO2 | 2% | 0 | 10% | 10% | 20% | 0 | 15% | -6% | +
CCCOc1ccc(N2C(=O)CC(NCCCN3CCC(C(N)=O)CC3)C2=O)cc1 (configuration not stated) | 0% | 10 | nt | 16% | -4% | 2 | 4% | 6% | i | Spn PMK inh pilot replicates=5.0;Spn MK inh pilot replicates=0.5;Spn DPM-DC inh pilot screen %=3.5
CC1(C(=O)O)CCC(C(=O)NC2CCCCCC2)C1(C)C (configuration not stated) | 19% | 0 | nt | 7% | -3% | 0 | 13% | -3% | i
